CendR NRP1 mod: NRP-1/CendR interaction modulation. O14786. actives 0.85% (n = 360,000). FAM-RPARPAR peptide binding to NRP-1, fluorescence polarization. inhibition, % at 25 µM;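 active = inhibition or corrected inhibition above about 18%, plus a signal ratio from 0.5 to 1.5, limit read from the data, passing the limit was not always enough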; note: strong numbers were not always called active
MT1-MMP act inh: inhibitors of human MT1-MMP activation. HT1080 RFP-PRO-GFP cells, GFP/RFP ratio fluorescence, overnight; percent of plate control window, DMSO zero. GFP/RFP ratio change, % at 20 µM. actives 0.061% (n = 360,000). P50281;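 active = GFP/RFP ratio change of at least 30% with cell ATP level not reduced by more than half and red fluorescence within 50% of control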; note: strong numbers were not always called active
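Read-out: GFP/RFP fluorescence ratio; Test system: RFP-PRO-GFP reporter HT1080 cells; Compound dosing: single-point 20 µM compound, 1% DMSO; Times: overnight compound exposure at 37 °C.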
eLon inh: inhibitors of E. coli Lon protease; inhibition, % at 7.94 µM; purified E. coli Lon protease, fluorescence polarization; P0A9M0; actives 0.42% (n = 360,000); in the data active = inhibition above about 13%, passing the limit was not always enough;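 note: 0% = enzyme with probe and DMSO and 100% = no enzyme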
Neddylation inh: inhibitors of human cullin neddylation; P61081+Q13564; TR-FRET cullin neddylation, biochemical; calls only at 25 µM; actives 0.58% (n = 360,000); in the data active = inhibition above about 36%
SKN-1 inh: C. elegans SKN-1 inhibition; C. elegans VP596 Pgst-4::GFP/RFP ratio, acrylamide-induced, 24 h; inhibition, % at 21.8 µM; actives 0.49% (n = 360,000); AID 624304;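 active = interference check ratio from 0.5 to 1.5 plus GFP to RFP signal ratio inhibition reaching or exceeding a fixed threshold, cut at about 30% in these data, passing the limit was not always enough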; note: some compounds called inactive have numbers as strong as hits
bovine MsrA act: activates bovine MsrA enzyme; purified bovine MsrA, absorbance read-out; activation, % at 10.6 µM; actives 0.3% (n = 360,000); AID 602163; in the data active = activation above about 7.5%;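 note: 0% = vehicle and 100% = reference activator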
Rin1-Abl PPI inh: inhibitors of human Rin1-Abl protein interaction; TR-FRET Rin1/Abl binding, biochemical; inhibition, % at 7.35 µM; actives 0.4% (n = 360,000); AID 588664; in the data active = inhibition above about 5%, passing the limit was not always enough
Target sequence (P00519 whole entry, looked up): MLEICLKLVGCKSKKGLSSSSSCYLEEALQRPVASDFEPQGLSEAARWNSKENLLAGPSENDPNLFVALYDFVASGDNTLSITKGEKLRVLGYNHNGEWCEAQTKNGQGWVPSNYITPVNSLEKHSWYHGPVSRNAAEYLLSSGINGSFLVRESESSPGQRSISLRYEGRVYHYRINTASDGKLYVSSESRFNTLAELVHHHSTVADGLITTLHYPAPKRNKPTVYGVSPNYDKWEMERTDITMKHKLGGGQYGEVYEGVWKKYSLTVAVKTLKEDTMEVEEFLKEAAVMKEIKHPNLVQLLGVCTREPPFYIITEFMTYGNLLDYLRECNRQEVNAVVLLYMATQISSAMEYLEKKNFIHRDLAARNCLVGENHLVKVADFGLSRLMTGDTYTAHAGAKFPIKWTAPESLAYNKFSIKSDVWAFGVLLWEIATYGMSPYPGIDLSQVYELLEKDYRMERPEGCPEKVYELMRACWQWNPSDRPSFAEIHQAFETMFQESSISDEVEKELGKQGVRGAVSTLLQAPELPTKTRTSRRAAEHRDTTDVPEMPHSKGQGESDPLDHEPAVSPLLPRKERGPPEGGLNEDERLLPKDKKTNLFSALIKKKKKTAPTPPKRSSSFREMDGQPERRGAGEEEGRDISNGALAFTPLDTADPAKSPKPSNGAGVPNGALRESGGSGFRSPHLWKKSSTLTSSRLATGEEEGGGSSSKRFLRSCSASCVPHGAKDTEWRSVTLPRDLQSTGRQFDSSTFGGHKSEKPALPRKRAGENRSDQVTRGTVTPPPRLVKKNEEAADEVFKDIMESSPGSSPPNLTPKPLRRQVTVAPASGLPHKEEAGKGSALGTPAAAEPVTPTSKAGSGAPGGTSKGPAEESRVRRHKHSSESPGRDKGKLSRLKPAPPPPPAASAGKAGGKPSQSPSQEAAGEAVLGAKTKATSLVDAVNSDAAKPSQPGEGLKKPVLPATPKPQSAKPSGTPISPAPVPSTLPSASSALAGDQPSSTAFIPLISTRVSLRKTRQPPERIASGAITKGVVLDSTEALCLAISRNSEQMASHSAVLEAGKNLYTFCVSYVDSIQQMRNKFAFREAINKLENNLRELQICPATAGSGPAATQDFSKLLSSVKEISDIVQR
Target sequence (Q13671 whole entry, looked up): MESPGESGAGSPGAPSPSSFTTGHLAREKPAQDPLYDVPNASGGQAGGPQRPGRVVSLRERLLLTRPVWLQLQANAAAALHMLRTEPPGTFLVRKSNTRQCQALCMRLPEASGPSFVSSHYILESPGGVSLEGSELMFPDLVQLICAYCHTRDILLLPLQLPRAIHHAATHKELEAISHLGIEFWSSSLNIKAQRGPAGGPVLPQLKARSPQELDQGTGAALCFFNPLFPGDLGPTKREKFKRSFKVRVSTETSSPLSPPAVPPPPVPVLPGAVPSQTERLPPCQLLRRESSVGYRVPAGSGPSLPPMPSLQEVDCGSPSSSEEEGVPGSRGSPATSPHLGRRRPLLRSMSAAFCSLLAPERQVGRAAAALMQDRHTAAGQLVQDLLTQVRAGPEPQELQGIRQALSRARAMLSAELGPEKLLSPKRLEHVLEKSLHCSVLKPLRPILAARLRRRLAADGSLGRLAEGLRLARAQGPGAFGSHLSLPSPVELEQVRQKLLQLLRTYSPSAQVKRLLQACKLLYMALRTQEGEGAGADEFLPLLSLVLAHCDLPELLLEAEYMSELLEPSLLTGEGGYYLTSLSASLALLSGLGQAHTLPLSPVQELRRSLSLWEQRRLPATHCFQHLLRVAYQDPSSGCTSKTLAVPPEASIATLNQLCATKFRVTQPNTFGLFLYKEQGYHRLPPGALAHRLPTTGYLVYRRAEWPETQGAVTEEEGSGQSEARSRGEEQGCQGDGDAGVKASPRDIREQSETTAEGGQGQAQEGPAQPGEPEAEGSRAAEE
MsrA inh: bovine MsrA inhibition. purified bovine MsrA, absorbance read-out. inhibition, % at 15.5 µM. actives 0.75% (n = 360,000); in the data active = inhibition above about 4.5%;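 note: 0% = vehicle wells with enzyme and 100% = reference inhibitor wells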
FAS-TE inh: blocks the thioesterase domain of human fatty acid synthase; P49327; recombinant FAS-TE, OMFH fluorogenic substrate, fluorescence endpoint; inhibition, % at 15 µM; actives 0.67% (n = 360,000);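 active = compounds whose normalised, plate-corrected inhibition of enzyme fluorescence in the single-dose primary screen is 50% or more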;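 note: 0% = DMSO with enzyme and 100% = substrate without enzyme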
* hit, by the source's call; i = inactive; nt = not tested or not shown; + = active, no number. Rows were taken by chance. Share with any hit: about 4.2%.

structure	CendR NRP1 mod	MT1-MMP act inh	eLon inh	Neddylation inh	SKN-1 inh	bovine MsrA act	Rin1-Abl PPI inh	MsrA inh	FAS-TE inh
COc1ccc(C2C(C(=O)c3ccc(C)o3)=C(O)C(=O)N2Cc2cccnc2)cc1OC (stereo not drawn)	0	-1	-8	i	-2	-1	1	1.8	-4
CCOc1ccc(NC(=S)NNc2ccnc3cc(Cl)ccc23)cc1	20	-2	-12	i	-4	-6	1	-0.1	8
CCS(=O)(=O)N1CCC(C(=O)Nc2cccc(C(C)=O)c2)CC1	-8	1	-6	i	10	-7	1	-1.6	-7
Cc1cc(N2CCOCC2)n2cc(-c3ccccc3)nc2n1	-3	2	-6	i	3	-9	0	-1.0	-3
CN(C)Cc1cc(C(C)(C)c2ccccc2)ccc1O	6	-2	2	i	3	-2	1	-1.3	-7
O=c1c2c(nc3n1CCCCC3)sc1c(O)c(Br)ccc12	2	0	1	i	-22	-6	1	3.0	-4
COc1cc(NC(=O)COC(=O)CNC(=O)c2ccc(C)cc2)c(C)cc1[N+](=O)[O-]	10	-3	-2	i	5	-9	-3	0.3	-8
O=C(NCCC1=CCCCC1)C1CCN(S(=O)(=O)c2cccc3cccnc23)CC1	7	1	3	i	-8	3	-1	0.7	1
COc1ccc(C(=O)NN/C=C/C(=O)c2ccc(Br)cc2)cc1	-8	-1	-15	i	3	-8	1	1.4	-1
C#CCNC(=O)C[C@@H]1C[C@@]2(C(=O)OC)CCCCC=C2N(CCC2=CCCCC2)C1=O	15	7	-2	i	-6	-7	nt	1.2	-2
N#CCC(=O)Nc1ccc(C(=O)OCC(=O)NNC(=O)c2ccc(Cl)cc2)cc1	-86	-9	-33	i	4	-2	1	-0.6	-10
CCOC(=O)C1(C)CCN1C(=O)c1cccc(OC)c1 (stereo not drawn)	3	-2	9	i	4	-2	-2	0.4	-2
COc1ccc(/C=c2\sc3nc(-c4ccccc4)c(-c4ccccc4)n3c2=O)cc1OC	-19	1	-14	i	18	0	1	-0.8	10
CCC(=O)Nc1sc(C(=O)Nc2ccccc2OC)c(C)c1C(=O)OC	5	0	4	i	3	-5	1	-2.5	0
COc1ccc(NS(=O)(=O)c2ccc(N3CCOCC3)c(NC(=O)c3ccccc3Cl)c2)cc1	-5	1	3	i	11	-5	1	-0.5	11
Cc1cc(NC(=O)COC(=O)C2CC(=O)N(c3ccc(C)c(Cl)c3)C2)no1 (stereo not drawn)	13	1	-1	i	17	-2	0	0.4	-2
COc1cc(-c2cc(C(=O)N3CCN(c4ccccn4)CC3)c3ccccc3n2)cc(OC)c1OC	1	14	11	+	1	-2	-5	1.5	16
COc1ccc(C(=O)C2CCCN(Cc3ccc(NC(C)=O)cc3)C2)cc1OC (stereo not drawn)	-10	-1	-5	i	6	-2	-4	-0.2	-6
Cc1cccc(NC(=O)c2ccc(COc3cccc4ccccc34)o2)n1	-13	-1	-6	i	13	-2	-2	-0.7	12
COCC(C)NC(=O)CSc1nnc(-c2cccc(S(=O)(=O)N3CCCCC3)c2)o1 (stereo not drawn)	5	-7	3	i	-8	-12	-2	2.4	-1
CN1CCN(CCc2nc3cc(NC(=O)COc4ccc([N+](=O)[O-])cc4)ccc3n2C)CC1	12	0	-1	i	4	-3	2	2.0	6
O=C(c1cc(-c2ccc(Cl)cc2)on1)N1CCCCCC1	-6	5	-5	i	-10	1	2	-0.5	2
Cn1c(=O)c2c(nc(NCCNC(=O)c3ccco3)n2Cc2ccc(F)cc2)n(C)c1=O	0	-1	3	i	5	-5	1	0.1	-2
COc1ccc(C2=NCN(c3ccc(C)cc3)C(=S)N2)cc1	-4	-3	-1	i	14	1	5	0.2	3
CCN(CC(=O)Nc1c(F)cccc1F)C(=O)CCCc1cccs1	-6	9	-3	i	-9	-10	3	-0.2	-3
O=C(COc1ccc(Cl)cc1Br)OCC(=O)c1ccc[nH]1	7	-2	-17	i	1	-1	8.3*	0.6	6
CCOC(=O)c1oc2nc(CC(C)C)c3c(c2c1N)CCCC3	-4	0	0	nt	13	-4	-1	0.8	27
Cc1ccc(NC(=O)c2ccc(OC(=O)CCN3C(=O)c4ccccc4C3=O)cc2)cc1	-12	7	-9	i	11	-10	0	0.9	-7
CCOc1ccc(CCNC(=O)COC(=O)COc2ccc(C(=O)CC)cc2)cc1OCC	-3	0	7	i	18	0	2	-0.2	-5
CCN1CCN(c2ccc(S(=O)(=O)N3CCCCC3)cc2NC(=O)CCNC(C)=O)CC1	10	-2	7	i	17	-4	1	1.2	-5
CN(Cc1ccccc1)S(=O)(=O)c1ccc(Cl)c(C(=O)NCc2ccncc2)c1	7	-1	-5	i	7	-1	0	-0.4	-2
CCN(CC)C(=O)c1ccc(COc2ccccc2Br)o1	4	-1	-2	i	11	-3	-2	0.4	-4
O=C(CCn1nnc2ccccc21)N1CCC(O)(c2cccc(F)c2)CC1	-11	-12	-10	i	18	-8	1	0.7	-6
O=C(COc1ccccc1-c1ccccc1)N/N=C/c1cccc2ccccc12	11	7	0	i	9	-10	-1	2.6	21
CCc1cc(C(=O)N(CCCOC)c2c(N)n(Cc3ccccc3)c(=O)[nH]c2=O)sc1C	-4	2	-3	i	13	-2	-2	-1.1	-4
COc1ccc(N2CCN(C(=O)C34CCC(C)(C(=O)C3)C4(C)C)CC2)cc1 (stereo not drawn)	1	-1	0	i	14	1	1	-0.6	-2
O=C(COC(=O)c1ccc(F)cc1)NCc1ccc(F)cc1	10	1	-4	i	14	-1	3	-0.7	0
Cc1ccc(CCC(=O)Nc2ccccc2C(=O)O)o1	0	2	3	i	9	-2	0	-0.8	-6
CCOC(=O)Cc1csc(NC(=O)CSc2nnc(-c3ccc(NS(=O)(=O)CC)cc3)o2)n1	-5	-2	-2	i	8	0	-1	0.8	-15
Cc1cccc(N2CC(C(=O)O)CC2=O)c1C (stereo not drawn)	2	7	6	i	-17	-2	0	-0.8	-5
O=C(Nc1ccccc1)C1=C[C@H](C2CCCCC2)C[C@H](OCCCCO)O1	-13	0	-11	i	4	-2	0	-0.8	14
Cc1cccc(N2Cc3ccc(Br)cc3C2)c1	-10	-2	-12	i	12	-4	-1	1.2	11
CCOC(=O)Cn1c(-c2cccnc2)nc(-c2ccccc2)c1-c1ccccc1	-4	-2	-5	i	19	-3	-2	-0.2	5
CN(C(=O)CSC1=Nc2ccccc2C2=NC(c3ccccc3)C(=O)N12)C1CCCCC1 (stereo not drawn)	-6	-2	-4	i	-6	-10	3	0.2	-2
CCCN1CCCC[C@H]1C(=O)Nc1c(C)cccc1C	-2	1	-7	i	7	-10	0	-0.7	-8
CCN(CC)C(=O)c1cccc(-c2csc(C(O)c3ccc(OC)cc3)n2)c1 (stereo not drawn)	-9	1	1	i	4	1	-1	-1.4	1
CCOc1ccc(Br)cc1S(=O)(=O)NC(=O)c1ccccc1	6	-3	2	i	3	-2	1	-0.2	-8
O=S(=O)(NCCCO)c1ccc2c(c1)Cc1cc(S(=O)(=O)NCCCO)ccc1-2	1	0	8	i	2	2	-1	1.0	-5

Shown with two lines to a compound: 12 of the compounds above
Screens in order – CendR NRP1 mod	MT1-MMP act inh	eLon inh	Neddylation inh	SKN-1 inh	bovine MsrA act	Rin1-Abl PPI inh	MsrA inh	FAS-TE inh
O=C(COc1ccccc1-c1ccccc1)N/N=C/c1cccc2ccccc12
 : 11	7	0	i	9	-10	-1	2.6	21
CCc1cc(C(=O)N(CCCOC)c2c(N)n(Cc3ccccc3)c(=O)[nH]c2=O)sc1C
 : -4	2	-3	i	13	-2	-2	-1.1	-4
COc1ccc(N2CCN(C(=O)C34CCC(C)(C(=O)C3)C4(C)C)CC2)cc1 (stereo not drawn)
 : 1	-1	0	i	14	1	1	-0.6	-2
O=C(COC(=O)c1ccc(F)cc1)NCc1ccc(F)cc1
 : 10	1	-4	i	14	-1	3	-0.7	0
Cc1ccc(CCC(=O)Nc2ccccc2C(=O)O)o1
 : 0	2	3	i	9	-2	0	-0.8	-6
CCOC(=O)Cc1csc(NC(=O)CSc2nnc(-c3ccc(NS(=O)(=O)CC)cc3)o2)n1
 : -5	-2	-2	i	8	0	-1	0.8	-15
Cc1cccc(N2CC(C(=O)O)CC2=O)c1C (stereo not drawn)
 : 2	7	6	i	-17	-2	0	-0.8	-5
O=C(Nc1ccccc1)C1=C[C@H](C2CCCCC2)C[C@H](OCCCCO)O1
 : -13	0	-11	i	4	-2	0	-0.8	14
Cc1cccc(N2Cc3ccc(Br)cc3C2)c1
 : -10	-2	-12	i	12	-4	-1	1.2	11
CCOC(=O)Cn1c(-c2cccnc2)nc(-c2ccccc2)c1-c1ccccc1
 : -4	-2	-5	i	19	-3	-2	-0.2	5
CN(C(=O)CSC1=Nc2ccccc2C2=NC(c3ccccc3)C(=O)N12)C1CCCCC1 (stereo not drawn)
 : -6	-2	-4	i	-6	-10	3	0.2	-2
CCCN1CCCC[C@H]1C(=O)Nc1c(C)cccc1C
 : -2	1	-7	i	7	-10	0	-0.7	-8

Following part.
structure	CendR NRP1 mod	MT1-MMP act inh	eLon inh	Neddylation inh	SKN-1 inh	bovine MsrA act	Rin1-Abl PPI inh	MsrA inh	FAS-TE inh
CC(=O)Nc1nnc(COc2ccc(Cl)cc2)s1	-8	-2	-2	i	-8	-4	7	-0.4	-3
O=S(=O)(c1ccc(F)cc1)N1CCN(S(=O)(=O)c2cc(F)ccc2F)CC1	-1	-2	4	i	-3	0	1	-0.6	-4
Cc1c(C(=O)Nc2ccc(-c3nnc4n3CCCCC4)cc2)oc2ccc(Br)cc12	-27	-6	-5	i	8	-3	-21	-0.1	-3
CCOc1cc(C(=O)OC(C(=O)NC(=O)NC)c2ccccc2)ccc1OCC(=O)N1CCOCC1 (stereo not drawn)	5	4	1	i	12	-2	1	0.3	-4
C=CCn1c(O)c(C(CC)=NCc2cccnc2)c(=O)[nH]c1=O	4	0	-2	i	-6	-13	2	-0.9	-7
Cc1ccccc1OCCC(=O)Nc1ccc(F)c(Cl)c1	6	4	2	i	1	-2	-2	0.1	28
CCOc1ccccc1NC(=O)Cn1nc(-c2ccco2)ccc1=O	-4	1	-10	i	15	-3	1	-0.9	0
COCCn1c(SCC(=O)NCC2CCCO2)nc2c(c1=O)SC(C)C2 (stereo not drawn)	-3	0	-11	i	-18	-5	-3	3.6	-4
CCCNC(=O)c1ccc(Cl)c(Cl)c1	7	-5	1	i	13	4	0	-1.3	4
Cc1cnccc1CN(C)Cc1cn(C)nc1-c1ccc(Oc2ccccc2)cc1	5	-8	-9	i	0	-3	2	-0.7	5
O=C(CCOc1ccccc1)NNC(=O)c1ccccc1	4	2	3	i	-2	-3	5	-0.2	-3
COc1ccc(CN2CCNC(=O)C2CC(=O)NC2CCCC2)c(C)c1C (stereo not drawn)	9	0	1	i	4	-2	3	-0.9	-5
Cc1nc(S(=O)(=O)c2ccc(Cl)cc2)c(NCc2ccccc2)o1	-12	14	3	i	8	0	0	-0.9	9
FC(F)(F)c1cnc(N2CCC(=NOCc3ccc(Cl)cc3)CC2)c(Cl)c1	3	-1	6	i	-21	-11	-3	-0.3	14

Bioassay records deposited in PubChem by several laboratories.
